CRFR2-BP antag – antagonists of CRF-BP/CRF-R2 complex, primary screen, cell-based, HEK293, calcium dye fluorescence, uHTS; CRF-induced calcium fluorescence; inhibition, % at 11.8 µM; actives 0.59% (n = 350,000); AID 588475, 2011;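 active = inhibition of the ligand-induced calcium signal above about 50% at the single tested concentration, limit read from the data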
CHRM5 PAM – human M5 muscarinic receptor positive allosteric modulators, primary screen, CHO-K1 cells, Fluo-8 calcium fluorescence; CHO-K1 hM5, ACh EC20 PAM; 0% = ACh EC20, 100% = ACh EC100; activation, % at 3 µM; actives 0.3% (n = 360,000); Muscarinic acetylcholine receptor M5 (Homo sapiens), P08912;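 active = activation above the run cutoff, the mean activation of all test compounds plus 3 SD, cut at about 18% in these data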
Target sequence (P08912 whole entry, looked up): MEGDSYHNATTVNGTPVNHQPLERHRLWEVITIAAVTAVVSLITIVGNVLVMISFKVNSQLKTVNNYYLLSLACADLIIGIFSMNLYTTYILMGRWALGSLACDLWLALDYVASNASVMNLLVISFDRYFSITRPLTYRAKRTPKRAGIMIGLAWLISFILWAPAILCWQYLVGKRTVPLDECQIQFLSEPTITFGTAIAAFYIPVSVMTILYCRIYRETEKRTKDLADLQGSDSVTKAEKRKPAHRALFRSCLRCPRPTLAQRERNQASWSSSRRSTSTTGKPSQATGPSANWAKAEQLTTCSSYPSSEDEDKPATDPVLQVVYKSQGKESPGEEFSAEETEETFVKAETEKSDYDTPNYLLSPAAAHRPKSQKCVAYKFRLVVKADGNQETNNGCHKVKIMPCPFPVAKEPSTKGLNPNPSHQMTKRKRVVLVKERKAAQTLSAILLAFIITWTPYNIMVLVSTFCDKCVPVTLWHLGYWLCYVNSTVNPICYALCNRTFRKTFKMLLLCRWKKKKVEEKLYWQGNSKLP
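System: CHO-K1 hM5 cells. Reagent: acetylcholine, EC20 level. Compound dosing: single dose, 3 µM nominal final test concentration. Timing: Post-acetylcholine fluorescence recording 140 s. Detection: Fluo-8 calcium fluorescence. Read-out: % activation, ACh-normalized. Benchmarks: ACh EC20 and EC100 wells. Repeats: singlicate, one well per test compound.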
CHRM5 agonist – human M5 muscarinic receptor agonists, primary screen, CHO-K1 cells, Fluo-8 calcium fluorescence; CHO-K1 hM5 cells; 0% DMSO wells, 100% maximal acetylcholine response; AID 624037, 2012; activation, % at 3 µM; actives 0.19% (n = 360,000); Muscarinic acetylcholine receptor M5 (Homo sapiens), P08912;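 active = activation above the run's mean over test compounds plus 3 SD, cut at about 23% in these data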;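 note: signal is peak over basal fluorescence ratio across the kinetic read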
CHRM4 antagonist – human M4 muscarinic receptor antagonists, primary screen, CHO cells, Fluo-8 calcium fluorescence. actives 0.73% (n = 360,000). inhibition, % at 3 µM. AID 624125, 2012. Muscarinic acetylcholine receptor M4 (Homo sapiens), P08173. CHO-hM4 cells, ACh EC80;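 active = inhibition above its plate's cutoff, the mean inhibition of sample wells plus 3 SD, cut at about 27% in these data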;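 note: 0% = acetylcholine EC80 with DMSO and 100% = DMSO without agonist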
Target sequence (P08173 whole entry, looked up): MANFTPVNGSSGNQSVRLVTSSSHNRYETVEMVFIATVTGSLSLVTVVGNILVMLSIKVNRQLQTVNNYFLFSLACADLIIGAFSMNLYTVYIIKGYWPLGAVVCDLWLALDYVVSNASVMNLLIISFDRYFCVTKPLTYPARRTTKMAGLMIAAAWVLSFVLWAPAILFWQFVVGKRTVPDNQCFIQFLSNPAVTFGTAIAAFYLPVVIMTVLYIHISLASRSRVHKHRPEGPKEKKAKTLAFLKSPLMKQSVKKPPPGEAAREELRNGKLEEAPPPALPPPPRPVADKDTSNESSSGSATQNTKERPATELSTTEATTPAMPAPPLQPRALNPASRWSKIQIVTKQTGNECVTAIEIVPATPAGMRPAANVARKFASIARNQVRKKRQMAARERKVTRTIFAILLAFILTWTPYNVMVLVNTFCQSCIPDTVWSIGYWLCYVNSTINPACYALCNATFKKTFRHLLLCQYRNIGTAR
CHRM4 PAM – human M4 muscarinic receptor positive allosteric modulators, primary screen, CHO-K1 cells, Fluo-8 calcium fluorescence. activation, % at 3 µM. CHO-K1 hM4/Gqi5, ACh EC20; 0% = ACh EC20, 100% = maximal ACh. Muscarinic acetylcholine receptor M4 (Homo sapiens), P08173. AID 624126, 2012. actives 0.4% (n = 360,000);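 active = activation above its plate's cutoff, the mean activation of sample wells plus 3 SD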; note: some results filed as inactive read as strong as hits
CRFR2-BP ag – agonists of CRF-BP/CRF-R2 complex, primary screen, cell-based, HEK293, calcium dye fluorescence, uHTS; actives 0.46% (n = 350,000); CRF-binding protein / CRF receptor 2 complex (human); AID 588473, 2011; calcium dye fluorescence (FLIPR); percent of saturating CRF peptide response; activation, % at 13.2 µM;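 active = activation of at least 50%, plus an integration ratio under a set limit after plate pattern correction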;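 note: plate controls were neutral control wells without compound for no effect and CRF at EC100 for full effect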
M4 ag – human M4 muscarinic receptor agonists, primary screen, CHO-K1 cells, Fluo-8 calcium fluorescence | Muscarinic acetylcholine receptor M4 (Homo sapiens), P08173 | CHO-K1 hM4/Gqi5; vehicle 0%, full acetylcholine response 100% | activation, % at 3 µM | actives 0.14% (n = 360,000) | AID 624127, 2012;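 active = activation above the run mean over all test wells plus 3 SD, cut at about 32% in these data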;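 note: peak over basal fluorescence ratio per well then scaled between controls; 0% = DMSO wells and 100% = acetylcholine at EC100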
CHRM1 PAM – human M1 muscarinic receptor positive allosteric modulators, primary screen, CHO-K1 cells, Fluo-8 calcium fluorescence, 1536-well; CHO-K1 hM1, ACh EC20; 0% = ACh EC20, 100% = maximal ACh; Muscarinic acetylcholine receptor M1 (Homo sapiens), P11229; activation, % at 3 µM; actives 0.088% (n = 360,000); in the data active = activation above about 19%, passing the limit was not always enough
CHRM5 antagonist – human M5 muscarinic receptor antagonists, primary screen, CHO cells, Fluo-8 calcium fluorescence | actives 0.59% (n = 360,000) | inhibition, % at 3 µM | CHO-hM5 cells, ACh EC80 | Muscarinic acetylcholine receptor M5 (Homo sapiens), P08912 | AID 624040, 2012;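 active = inhibition above a per-plate cutoff, the mean of that plate's test compounds plus 3 SD, cut at about 27% in these data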;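 note: 0% = acetylcholine EC80 with DMSO and 100% = DMSO without agonist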
* hit, by the source's call; . = no result given.

SMILES	CRFR2-BP antag	CHRM5 PAM	CHRM5 agonist	CHRM4 antagonist	CHRM4 PAM	CRFR2-BP ag	M4 ag	CHRM1 PAM	CHRM5 antagonist
COCCCNC(=S)NC1CCCCC1	0	9	2	6	0	14	0	4	-9
O=C(NC1CCCc2ccccc21)c1cccc(Br)c1 (stereo not drawn)	24	0	-9	-3	7	6.8	-2	8	1
CC(OC(=O)CCc1nc(=O)c2ccccc2n1C)C(=O)NCc1ccc2c(c1)OCO2 (stereo not drawn)	-1	12	-2	-6	1	1.6	2	4	-11
CC(=O)O[C@H](CC(=O)O)C[N+](C)(C)C	6	-6	0	-6	-3	0.1	0	0	5
Cc1cccc(C)c1NC(=O)C(c1ccncc1)n1c(=O)c(-c2cc3ccccc3[nH]2)nc2ccccc21 (stereo not drawn)	.	-5	3	4	-4	.	20	.	5
OCCCNC(=S)NC1CCCC1	-5	-2	-1	-6	9	-1.6	1	15	3
CCC(CC)c1nnc(NC(=O)C2CC(=O)N(CCc3ccc(OC)c(OC)c3)C2)s1 (stereo not drawn)	3	-6	-1	-1	2	0.6	0	7	5
CC(=O)c1c(C)[nH]c(C(=O)NCc2ccccc2Cl)c1C	-10	1	3	0	0	0.6	6	5	-1
O=C1C2ON(c3ccccc3)C(c3cccnc3)C2C(=O)N1c1ccccc1 (stereo not drawn)	-22	-4	-4	5	-2	-0.6	3	-2	-5
CC(NC(=O)c1ccccc1)C(=O)OCn1nnc2ccccc2c1=O (stereo not drawn)	0	20*	-4	-14	12	-3.4	1	7	-8
CCN(CC(=O)Nc1c(F)cccc1F)C(=O)c1ccc(S(=O)(=O)NCc2ccco2)cc1	4	-7	2	0	-3	-2.0	1	0	2
Cc1onc(-c2ccccc2Cl)c1C(=O)N1CC(C)OC(C)C1 (stereo not drawn)	-8	-2	4	-3	1	0.1	1	0	1
CCOC(=O)CSc1nc(N)nc(C)c1Br	-6	-23	-11	-7	5	0.3	1	4	12
CC1c2cc3c(cc2CCN1C(=O)c1ccc(Cl)cc1)OCCCO3 (stereo not drawn)	-13	-3	-5	1	-19	-2.4	2	-10	9
Fc1cccc(Oc2nc3ccccc3n3cccc23)c1	-3	1	-1	-2	15	6.8	-2	0	-3
Cc1ccc(CN2CCc3c(OCc4ccc(F)cc4)cccc3C2=O)cc1	23	-10	-3	6	-2	7.0	0	-6	15
COc1ccc2oc(=N)c(C(=O)Nc3ccc(C)cc3)cc2c1	11	5	-3	0	1	0.4	0	9	-4
CCCC1(C(=O)OCC)NC(c2ccc(N(C)C)cc2)C2C(=O)N(c3ccccc3)C(=O)C21 (stereo not drawn)	6	3	-12	-18	7	0.4	1	7	-5
O=C(CSc1ccccc1Cl)c1ccco1	-1	4	0	0	6	-3.0	0	5	-4
COc1ccccc1CNS(=O)(=O)c1ccc(-c2cc(C)no2)cc1	-11	-8	1	5	-9	-0.3	10	-8	4
CCOc1ccc(C2=Nn3cnnc3SC2)cc1	9	8	-2	6	-3	-4.2	-3	-2	-4
CNC(=O)COC(=O)c1[nH]c(C)c(C(C)=O)c1C	-2	-3	2	-1	4	2.0	0	10	5
CC(=O)OC1=Cc2c(ccc3ccc(=O)oc23)OC1(C)C	13	-1	1	10	3	-1.8	1	3	3
Cc1ccc(C)c(C(=O)CCC(=O)NNC(=O)Cn2nc(C)cc2C)c1	-4	3	-1	3	-1	-0.1	-1	-7	-6
COc1ccc(NC(C)=O)cc1S(=O)(=O)Nc1ccccc1C(=O)N1CCCC1	-2	-5	0	7	6	0.4	1	11	9
Cc1cccc(-c2nc(CSc3nc4c(c(=O)[nH]3)CCC4)c(C)o2)c1	2	6	3	-22	20*	-1.5	-2	18	-2
CCC(C)(C)NC(=O)C(c1cccc(OC)c1OC)N(CCC(C)C)C(=O)CCC(=O)Nc1cc(C)on1 (stereo not drawn)	-1	3	-3	2	-4	-1.7	0	15	-10
CC(C)(C)c1ccc(S(=O)(=O)NNC(=O)C2CCN(Cc3cccc(F)c3)CC2)cc1	-54	-2	1	-1	2	-1.7	8	6	12
O[C@@H]1C[C@H](c2ccccc2)N(CC2CCCCC2)C[C@H]1n1cc(C2CC2)nn1	-31	5	-1	-14	8	-0.1	1	11	-8
CCc1ccc(OCC(=O)N(C)C)c(Br)c1	31	-1	1	8	-11	-1.5	-2	7	0
CC(=O)NC(c1ccco1)c1cc(Cl)c2ccccc2c1O (stereo not drawn)	9	6	0	-5	6	-3.4	0	0	1
Cc1cc(OCc2nnc(SCC(=O)OC3CCCCC3)o2)ccc1Cl	-15	4	3	-2	4	0.5	0	6	3
COc1ccc(OC)c(S(=O)(=O)NC2CC(=O)N(c3cccc(F)c3)C2)c1 (stereo not drawn)	10	4	1	7	0	1.1	2	10	1
CN(C)S(=O)(=O)c1ccc(C(=O)NCCN=C2NS(=O)(=O)c3ccccc32)cc1	8	-1	-4	2	-2	-1.2	1	1	6
Cc1ccc(/C=C/C(=O)OCC(=O)NCCN2C(=O)CSC2=O)cc1	8	6	2	-9	6	-9.8	2	5	5
Cc1ccc(NC(=O)CSc2nc3nn(-c4ccccc4)c(=O)c-3c3n2CCCCC3)cc1F	4	-1	-7	7	-8	-1.2	-1	0	0
Cc1cc(C)n(S(=O)(=O)c2ccc(F)cc2)n1	4	7	-2	6	1	2.6	0	5	10
O=C(CCCN1C(=O)c2ccccc2C1=O)NCCCN1CCOCC1	-15	1	-2	15	5	-1.4	0	9	-6
CCOC(=O)N1CCN(S(=O)(=O)c2cc(Br)cc3c2N(C(=O)CC)CC3)CC1	-9	-1	-2	-1	4	-1.1	1	5	4
O=C(NCc1ccco1)c1ccc(N2CCCCC2)c([N+](=O)[O-])c1	1	-3	-2	12	-9	-1.5	0	6	2
C=CCn1c(COc2ccc(F)cc2)nnc1SCC(=O)NC(=O)NCc1ccco1	1	-3	4	1	0	1.1	4	4	-6
C#CCN(C[C@H]1[C@H](OC(=O)NC2CC2)[C@H](OC(=O)NC2CC2)C[C@@H](C(=O)OC)[C@H]1C(=O)OC)S(=O)(=O)c1ccc(C)cc1	-14	-4	2	-8	3	1.4	2	-2	0
O=C(CCNS(=O)(=O)c1ccc2ccccc2c1)NCCOc1ccccc1	0	6	-2	-9	2	-0.1	2	1	3
COCCn1c(SCC(=O)NC(=O)NC(C)C)nc2ccccc21	2	2	0	5	5	1.8	1	8	9
COc1cc2ncc(S(=O)(=O)c3ccccc3)c(N3CCC4(CC3)OCCO4)c2cc1OC	-15	-20	-9	0	-15	0.1	9	-17	20
O=C(O)c1ccc(S(=O)(=O)N(CCc2ccccc2)Cc2ccc(Cl)cc2)cc1	7	-7	-3	9	-1	-0.4	1	-3	13
CCN1CCc2c(OCc3ccc(C(=O)OC)o3)cccc2C1=O	-4	-1	-1	-6	3	1.3	2	9	0
O=C(Nc1ccc(F)cc1F)c1c(C(F)(F)F)ccnc1Oc1ccc(Cl)cc1	-18	-3	-11	-2	-5	0.1	-1	-2	0
O=C(/C=C/c1cccc(Br)c1)NCC1CCCCC1	-8	-10	-5	-1	-5	-0.7	2	-7	16
CCCC(=O)N1CCC1(C)C(=O)Nc1ccccc1-c1ccccc1 (stereo not drawn)	.	-4	1	8	-5	.	0	2	14
COC/C=C/C1=CC2=CC(=O)C(C)(OC(=O)c3cnc4ccccc4n3)C(=O)C2=CN1Cc1ccccc1 (stereo not drawn)	3	3	5	-4	4	1.7	1	9	-2
Cc1ccc2c(c1)N(Cc1ccccc1)C(=O)C(C)S2 (stereo not drawn)	.	-3	-2	-1	2	.	-1	11	2
CC(=O)N(CN1C(=O)C2C3C=CC(C3)C2C1=O)c1cccc(Cl)c1 (stereo not drawn)	-7	12	-10	1	-4	3.7	1	5	0
Cc1ccc2[nH]c(C(=O)Nc3ccc(F)cc3)cc2c1	10	-5	1	-6	-2	0.2	6	0	6
O=C(Nc1cccc(C(=O)O)c1)Nc1ccccc1Cl	-32	-4	-4	0	0	-0.8	1	9	4
NS(=O)(=O)c1ccc(CNC(=S)Nc2ccc(Cl)c(Cl)c2)cc1	-19	-4	-2	8	-1	-1.6	4	10	6

(further entries)
SMILES	CRFR2-BP antag	CHRM5 PAM	CHRM5 agonist	CHRM4 antagonist	CHRM4 PAM	CRFR2-BP ag	M4 ag	CHRM1 PAM	CHRM5 antagonist
c1ccc(-c2cc(N3CCOCC3)nc(-c3ccccc3)n2)cc1	-35	7	3	-10	3	2.4	1	2	-6
COC(=O)c1[nH]c2cc(C)ccc2c1NC(=O)CN1CCc2cc(OC)c(OC)cc2C1	2	-1	-3	-7	2	1.3	2	10	-1
COCCn1c(=O)[nH]c2cc(C(=O)N3CCN(c4ccccc4)CC3)ccc2c1=O	12	0	0	3	-3	0.4	2	1	5
N=C1C(=O)OCC1c1ccccc1NC(=O)c1ccccc1 (stereo not drawn)	24	5	-1	10	-2	-0.5	0	1	-3
Cc1ccc(C(=O)NNC(=O)Cc2csc(-c3csc(C)n3)n2)cc1	11	-1	2	-3	-12	-1.8	0	2	6
Cc1onc(C(=O)N2CCC(C(N)=O)CC2)c1-c1ccccc1Cl	20	1	3	0	4	0.6	0	4	-2
OC1(c2ccc(Cl)cc2)CCN(Cc2nc(-c3cnccn3)no2)CC1	-34	-1	2	-2	4	3.6	5	11	9
Cc1nc(N2CCN(Cc3ccccc3)CC2)nc2c1C(=O)CCC2	-34	-19	1	1	-8	0.3	6	-3	17
CCC(C)N1C(=O)C2C(C(=O)Nc3cccc(OC)c3)C3C=CC2(O3)C1C(=O)NC1CCCCC1C (stereo not drawn)	-1	5	-4	-2	-6	-3.0	1	8	-1
COC(=O)c1ccc(CSc2nnc(-c3ccccc3)n2C)o1	-2	4	-1	4	-1	-1.3	1	7	5
CCOC(=O)Nc1nnc(-c2ccccc2OC)s1	3	0	-3	-11	3	5.1	2	-1	-6
COc1ccc(NC(=O)CN(C)C(=O)/C=C/c2cn(-c3ccccc3)nc2-c2ccc(C)cc2)cc1	11	-5	0	-1	2	0.1	2	4	9

2 records drawn at random from those above:
SMILES	CRFR2-BP antag	CHRM5 PAM	CHRM5 agonist	CHRM4 antagonist	CHRM4 PAM	CRFR2-BP ag	M4 ag	CHRM1 PAM	CHRM5 antagonist
CCC(C)N1C(=O)C2C(C(=O)Nc3cccc(OC)c3)C3C=CC2(O3)C1C(=O)NC1CCCCC1C (stereo not drawn)	-1	5	-4	-2	-6	-3.0	1	8	-1
COc1ccc(NC(=O)CN(C)C(=O)/C=C/c2cn(-c3ccccc3)nc2-c2ccc(C)cc2)cc1	11	-5	0	-1	2	0.1	2	4	9

Screening results deposited in PubChem BioAssay by several laboratories.
